NCI-60 one-dose screen, 48 h, at 10 µM unless noted. Numbers give growth in % (100 = growth as untreated, 0 = no growth, -100 = all killed).
KM12: KM12 colon cancer cells; actives 5% (n = 82,000)
NCI/ADR-RES: NCI/ADR-RES ovarian cells | actives 4.4% (n = 81,000) | AID 1794790
NCI-H460: NCI-H460 lung cancer. actives 6.8% (n = 82,000)
COLO 205: COLO 205 colon cancer | actives 7.3% (n = 79,000) | AID 1794742
NCI-H322M: NCI-H322M lung cancer; actives 2.7% (n = 80,000)
NCI-H226: NCI-H226 lung cancer. actives 3.5% (n = 79,000)
NCI-H522: NCI-H522 lung cancer. actives 8% (n = 78,000)
IGROV1: IGROV1 ovarian cancer; actives 4.7% (n = 79,000)
NCI-H23: NCI-H23 lung cancer; actives 4% (n = 80,000); AID 1794731
The depositor's hits bear a star; . = not tested or not shown; [ ] = dose if it differs, or a comment. Rule for the calls: active = growth percent below 10; inactive = the rest.

[1] Fc1ccc(Nc2csc(-c3ccccn3)n2)cc1
[2] NC(=O)COc1nc(-c2ccco2)cc(-c2ccc(Cl)cc2Cl)n1
[3] CNC(=O)Nc1ccccc1C(=O)NN
[4] CCCC(C(=O)OCCN1CC(C)CC1(C)C)C1CCCC1 (stereo not drawn)
[5] COc1cc(OC)c(/C=C/C(=O)c2ccc(Nc3ncnc4ccccc34)cc2)c(OC)c1
[6] CNNCc1ccc(C(=O)NC(N)=O)cc1
[7] O=C(CSc1nnc(-c2ccccc2)n1-c1ccccc1)Nc1ccc(C(=O)/C=C/c2ccc(Cl)cc2)cc1
[8] CCOC(=O)c1nc(Nc2ccc(NC(=O)Nc3ccc(Cl)cc3)cc2)c2ccccc2n1

screen / no.,1,2,3,4,5,6,7,8
KM12,88.2,109.8,105.5,101.8,6.2*,90.4,101.0,94.6
NCI/ADR-RES,101.6,92.7,107.9,106.8,-17.2*,107.4,104.3,98.0
NCI-H460,102.1,99.4,112.3,105.3,-23.1*,104.6,104.1,98.1
COLO 205,123.2,113.6,110.1,103.3,6.0*,117.8,116.3,110.8
NCI-H322M,89.7,.,101.5,89.8,11.5,92.4,107.8,92.1
NCI-H226,86.4,95.9,107.1,102.0,-17.3*,92.6,95.6,93.0
NCI-H522,94.3,95.7,92.1,98.9,-51.4*,85.3,91.0,91.1
IGROV1,87.2,102.4,116.1,103.2,19.3,66.5,105.8,86.1
NCI-H23,96.8,87.3,103.1,98.9,17.0,104.2,101.9,91.5

[9] CCOC(=O)c1[nH]c(C)c(Cc2c(C)[nH]c(C(=O)OCC)c2C)c1C
[10] Cn1cc(C2=C(c3coc4ccc(F)cc34)C(=O)N(O)C2=O)c2ccccc21
[11] COc1ccc(/C=C(/c2ccc([N+](=O)[O-])cc2)c2nn[nH]n2)c2ccccc12
[12] O=c1[nH]c2nc(Br)[nH]c(=O)c2[nH]1
[13] O=C(Nc1ncccc1OCc1ccccc1)Nc1cccc2ccccc12
[14] Brc1ccc(-c2noc(CCc3nnc(-c4ccccc4)o3)n2)cc1
[15] CCCc1oc(C)cc1CC
[16] COC(=O)c1cccc2c(N)c(N)cc(C(=O)OC)c12

screen / no.,9,10,11,12,13,14,15,16
KM12,102.6,95.4,110.5,103.3,86.1,101.5,113.5,106.0
NCI/ADR-RES,95.0,97.7,118.3,108.5,83.6,106.7,112.0,98.6
NCI-H460,99.0,96.5,103.0,112.0,101.5,108.8,103.7,105.4
COLO 205,103.4,83.2,110.4,111.2,.,115.5,117.0,121.5
NCI-H322M,102.0,88.2,110.1,130.7,89.1,104.6,.,92.9
NCI-H226,102.2,78.3,90.9,108.9,96.2,.,100.0,99.0
NCI-H522,96.3,76.1,89.4,111.7,67.0,89.4,99.0,94.7
IGROV1,109.5,55.5,.,148.1,99.1,112.1,109.0,107.2
NCI-H23,93.9,85.9,95.1,99.8,85.1,111.1,.,100.5

[17] O=C(OCCCN1CCCCC1)c1ccccc1
[18] CCOC(=O)NC1C2CC3C(C2)C31 (stereo not drawn)
[19] C=C(C)[C@@H]1CC[C@]2(/C=N/OCCC#N)CC[C@]3(C)[C@H](CC[C@@H]4[C@@]5(C)CC/C(=N\OCCC#N)C(C)(C)[C@@H]5CC[C@]43C)[C@@H]12
[20] CCCCCCCCCCCC(=O)OC(C)C(=O)NC(C)(C)CC(C)(C)C (stereo not drawn)
[21] N#Cc1cc(-c2ccc(Cl)cc2)c(N)nc1N1CCOCC1
[22] CC(=O)Oc1c(C)[nH]ccc1=O
[23] Cn1cc(-c2nc(-c3ccsc3)cs2)c2ccccc21
[24] COc1ccc2cc([C@H](C)C(=O)N/N=C/c3ccc(F)cc3)ccc2c1

screen / no.,17,18,19,20,21,22,23,24
KM12,102.1,102.6,75.4,104.6,89.5,105.5,95.6,103.6
NCI/ADR-RES,109.9,108.1,97.7,98.9,93.6,110.8,97.4,94.6
NCI-H460,109.0,111.1,84.1,102.5,100.9,101.4,87.8,96.3
COLO 205,114.5,110.8,88.4,107.4,104.8,102.7,91.9,105.5
NCI-H322M,95.8,112.2,96.9,102.0,114.1,89.4,.,93.3
NCI-H226,98.1,105.1,67.2,96.4,87.1,97.3,78.8,96.3
NCI-H522,92.7,78.7,68.2,106.4,103.9,86.8,76.8,94.7
IGROV1,107.2,118.2,93.6,116.1,98.3,108.2,75.7,99.0
NCI-H23,105.8,100.3,73.8,88.4,87.2,103.8,84.1,97.8

[25] CC(NCc1ccccc1)c1cc(Cl)ccc1O (stereo not drawn)
[26] CC(C)(C)NC(=O)[C@H]1CCC2C3CCC4NC(=O)C=C[C@]4(C)C3CC[C@@]21C (stereo partly drawn)
[27] COc1ccc(Nc2ncc(I)c(NCCCNC(=O)C3CCC3)n2)cc1
[28] N#CCCN(CCC#N)Cc1cc(Cl)cc(Cl)c1O
[29] Cc1cc(C)c(C#N)c(OCc2ccccc2)n1
[30] Cc1ccc(OCCCn2ccc(=O)[nH]c2=O)c(C)c1
[31] CC(C)OC(C(=O)O)c1ccccc1 (stereo not drawn)
[32] CCOC(=O)c1c(-c2ccc(OC)cc2)c(C#N)c2c(C#N)c(N)nn2c1N

screen / no.,25,26,27,28,29,30,31,32
KM12,90.4,95.4,5.5*,107.9,98.3,103.4,104.6,23.6
NCI/ADR-RES,107.8,96.2,22.2,102.9,96.3,107.3,104.0,17.8
NCI-H460,104.3,104.0,8.9*,107.4,99.8,106.9,108.8,9.8*
COLO 205,87.3,110.8,-59.3*,108.0,108.1,.,111.4,18.6
NCI-H322M,96.5,92.3,6.8*,98.3,84.8,104.2,116.8,80.9
NCI-H226,.,98.9,5.3*,100.7,85.2,105.8,108.3,61.5
NCI-H522,105.0,91.6,52.2,98.6,88.4,98.3,.,-6.3*
IGROV1,94.8,104.4,-20.8*,102.8,80.8,108.6,123.5,24.6
NCI-H23,108.3,97.8,8.4*,101.8,83.3,103.2,100.5,62.2

[33] CN(C)NC=O
[34] N#CCCCCN1CCCC1
[35] CCn1cc(C(=O)N/N=C(\C)c2cccs2)c(=O)c2ccc(C)nc21
[36] Cc1nn(-c2ccccc2)c2nc(N3CCN(C)CC3)c(C#N)cc12
[37] COc1ccc(C2CC(=O)c3ccccc3O2)cc1 (stereo not drawn)
[38] COc1cc(/C=C/C(=O)c2cccc(-n3cc(-c4ccccc4)[nH]c3=O)c2)cc(OC)c1OC
[39] Nc1nsc(C(=O)c2ccc(O)cc2)n1
[40] C=CCn1c(=O)n(C)c(=O)c2c1nc(Cl)n2C

screen / no.,33,34,35,36,37,38,39,40
KM12,107.1,106.9,89.6,89.8,98.2,-53.6*,100.2,111.4
NCI/ADR-RES,103.0,104.0,99.5,85.9,101.3,.,102.6,119.0
NCI-H460,117.2,104.5,93.8,97.4,104.8,-68.5*,109.5,114.4
COLO 205,101.3,110.4,108.1,71.4,100.4,.,106.0,109.9
NCI-H322M,108.1,103.4,90.5,98.4,101.5,33.0,105.2,96.8
NCI-H226,111.2,123.6,88.3,79.8,98.6,24.9,104.0,113.0
NCI-H522,99.0,92.0,91.7,72.3,98.1,-64.5*,91.8,103.3
IGROV1,112.0,113.7,96.4,64.5,103.3,-23.8*,.,108.3
NCI-H23,97.9,111.0,100.7,82.3,100.2,-27.4*,98.6,106.1

[41] CCCCN(CCCC)CC(O)c1ccc(-c2ccccc2)cc1 (stereo not drawn)
[42] CC(Sc1nc2ccccc2c(=O)n1CCc1ccc(S(N)(=O)=O)cc1)C(=O)Nc1ccc(F)cc1 (stereo not drawn)
[43] COc1cccc(C2C(C#N)=C(N)Oc3cc(OC)ccc32)c1 (stereo not drawn)
[44] O=C(CCC(=O)c1nc2ncccc2[nH]1)NN1C(=O)CSC1c1ccc(Cl)cc1 (stereo not drawn)
[45] O=S(=O)(NCCNc1nccc(-c2c(-c3cccc(O)c3)nc3occn23)n1)c1ccc(Cl)cc1
[46] C#Cc1ccc(NC(=O)c2sc3nc4c(cc3c2N)CCCCCC4)cc1
[47] CCCc1ccc(CC(C)C=O)cc1 (stereo not drawn)
[48] CCCCc1n(Cc2ccc3ccccc3c2)cc[n+]1Cc1ccc2ccccc2c1

screen / no.,41,42,43,44,45,46,47,48
KM12,81.4,103.5,4.4*,94.7,91.3,71.0,100.6,-82.5*
NCI/ADR-RES,71.6,97.5,4.0*,100.1,109.0,85.0,105.9,87.9
NCI-H460,75.7,102.0,7.4*,102.3,101.9,86.6,102.7,-13.1*
COLO 205,69.7,120.1,-73.4*,115.8,32.7,78.2,108.9,-77.1*
NCI-H322M,77.7,89.7,32.6,93.5,111.7,90.6,98.0,23.3
NCI-H226,83.7,87.2,72.6,95.9,109.4,65.9,87.4,-0.5*
NCI-H522,69.4,88.3,-38.4*,83.0,98.6,70.9,88.4,.
IGROV1,63.4,97.2,10.9,86.7,95.0,90.4,101.1,-57.9*
NCI-H23,65.6,98.2,16.2,91.4,103.3,81.0,89.0,-23.8*

[49] COc1cc2cn3c4cccnc4[nH]c(=O)c3c2cc1OC
[50] O=C(N/N=C/[C@H](O)[C@H](O)[C@H](O)CO)c1ccc(NC(=O)c2cccnc2)cc1
[51] N#Cc1c(NC(=O)c2ccccc2)n[nH]c1N
[52] COc1cccc(/C=C/C(=O)O)c1
[53] c1ccc2c(-c3nccs3)c[nH]c2c1
[54] COC(=O)[C@]12CCC(C)(C)C[C@H]1C1=CC[C@@H]3[C@@]4(C)C/C(=C/c5cccnc5)C(=O)C(C)(C)[C@@H]4CC[C@@]3(C)[C@]1(C)CC2
[55] O=C1/C(=C\C(Cl)=C/c2ccc([N+](=O)[O-])cc2)SC(=S)N1CCc1ccc(O)cc1
[56] CCOc1ccc(NC(=O)c2cc3ccccc3cc2O)cc1

screen / no.,49,50,51,52,53,54,55,56
KM12,92.1,102.6,99.8,99.6,96.3,-48.6*[100 µM],-50.5*,93.0
NCI/ADR-RES,109.8,109.2,98.9,106.0,103.1,-40.5*[100 µM],9.0*,92.4
NCI-H460,107.5,104.2,105.1,95.5,104.8,-39.3*[100 µM],0.4*,83.8
COLO 205,.,112.3,102.0,105.0,118.5,-46.2*[100 µM],-43.8*,120.0
NCI-H322M,105.8,104.7,96.7,88.4,98.0,-13.4*[100 µM],2.2*,119.8
NCI-H226,111.4,104.9,92.4,103.0,97.0,-51.7*[100 µM],-63.3*,101.7
NCI-H522,110.1,92.7,92.3,102.2,92.2,-72.9*[100 µM],0.0*,84.2
IGROV1,105.4,107.2,92.8,103.0,101.3,-34.2*[100 µM],-67.9*,.
NCI-H23,104.9,100.5,95.3,105.4,96.2,-40.6*[100 µM],-57.9*,101.2

[57] CCNCCCn1c2c(c3cc(OC)c(OC)cc3c1=O)C(=O)c1cc3c(nc1-2)OCO3
[58] Nc1ccc2[nH]ncc2c1
[59] CN=C(NC)c1ccc(NC(=O)/C=C\c2ccc(/C=C/C(=O)Nc3ccc(C(=NC)NC)cc3)cc2)cc1
[60] O=C(Cc1ccccc1)NCc1ccccc1

screen / no.,57,58,59,60
KM12,33.7,107.5,58.1,99.8
NCI/ADR-RES,-30.8*,99.4,85.4,107.1
NCI-H460,-24.7*,101.2,51.0,108.2
COLO 205,25.7,109.8,38.3,118.1
NCI-H322M,35.2,105.8,102.0,109.9
NCI-H226,-79.7*,115.8,93.3,113.8
NCI-H522,35.8,85.4,78.6,100.0
IGROV1,18.4,108.0,83.4,117.4
NCI-H23,-27.2*,98.1,.,102.8

In a second layout: 3 of the compounds above
#	canonical_smiles	KM12	NCI/ADR-RES	NCI-H460	COLO 205	NCI-H322M	NCI-H226	NCI-H522	IGROV1	NCI-H23
13	O=C(Nc1ncccc1OCc1ccccc1)Nc1cccc2ccccc12	86.1	83.6	101.5	.	89.1	96.2	67.0	99.1	85.1
37	COc1ccc(C2CC(=O)c3ccccc3O2)cc1 (stereo not drawn)	98.2	101.3	104.8	100.4	101.5	98.6	98.1	103.3	100.2
60	O=C(Cc1ccccc1)NCc1ccccc1	99.8	107.1	108.2	118.1	109.9	113.8	100.0	117.4	102.8

Source: PubChem (NCI)
